Assay outcomes as filed in PubChem BioAssay.
Dynein transport: dynein cargo transport inhibition; 3617.4 mouse cells, GR-EGFP nuclear translocation imaging; test concentration mostly 20 µM; stimulated with dexamethasone, 1 µM; active compounds read low; z-score, hits read low; 220,000 compounds, 0.47% hits;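 active = plate z-score of nuclear minus cytoplasmic receptor signal below a set negative limit, without overly bright fluorescence or cell loss, cut at about -3.5 in these data, passing the limit was not always enough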;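 note: z-score of nuclear minus cytoplasmic ring GR-EGFP intensity difference per well; some compounds called inactive have numbers as strong as hits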
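Medium: Induction medium lacking tetracycline, stripped serum | Probe or stimulus: 1.0 µM final dexamethasone stimulus | Schedule: 48 h induction, then 1 h compound, then 30 min agonist, 37 °C | Signal: Automated 10x imaging of fixed Hoechst-stained cells | Evaluation: Per-cell GR-EGFP intensity, nucleus versus surrounding cytoplasmic ring, well-averaged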
Autophagy HCS: modulators of autophagy; MEF GFP-LC3 puncta imaging; test concentration mostly 10 µM; calls only at 10 µM (by protocol); 190,000 compounds, 0.98% hits; AID 463193;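 active = percentage of spot-positive cells more than 3 SD above its plate mean, without a fluorescence outlier flag or 80% toxicity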;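 note: spot-positive cell cutoff set from DMSO-treated cells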
XIAP displacement: small molecules displacing peptide from XIAP – biochemical, IAP family, fluorescence polarization (AID 1018) | displacement, % at 20 µM; hits with a dose series show IC50 in µM | XIAP BIR domain, fluorescence polarization peptide displacement; higher % means a stronger effect | 200,000 compounds, 0.007% hits; in the data active = displacement above about 50%; note: a part of the inactive calls stands beside numbers as strong as those of hits
Ins promoter up: MIN6 insulin promoter up-regulation | MIN6 insulin promoter-GFP reporter, high-content imaging; active compounds read high | 190,000 compounds, 0.3% hits | z-score at 5 µM | AID 1625;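 active = z-score above 3 at 5 µM with at least 500 cells counted in the well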
ER stress rescue: protection against thapsigargin-triggered cell killing – 384-well, CSM14.1, ATP luminescence, primary screen (AID 1222); cellular ATP content (survival), % at 20 µM; hits with a dose series show EC50 in µM; 190,000 tested, under 10 active; CSM14.1 thapsigargin-induced death rescue, ATP luminescence; higher % means a stronger effect;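 active = EC50 below 50 µM in the dose-response confirmation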;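 note: death triggered by thapsigargin at about 15 µM added after 2 h compound pretreatment; cell ATP read after overnight thapsigargin exposure of roughly 18 to 22 hours; normalized against plate controls of thapsigargin alone and 5% DMSO vehicle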
WT yeast gro inh: growth inhibition of WT yeast, mitochondrial fusion screen; inhibition, % at 10 µM; 190,000 compounds, 2.1% hits; mitochondrial fusion phenotypic screen, WT strain; in the data active = inhibition above about 58%; tested in S. cerevisiae
Hep lipid drop: modulators of hepatic lipid droplet formation. 240,000 compounds, 0.4% hits. inhibition, % at 6.5 µM. AML12 mouse hepatocytes, oleate lipid droplets, BODIPY imaging;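 active = lipid droplet intensity inhibited by at least 50%, with more than 500 cells counted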
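Test system: AML12 hepatocytes (mouse); reagent: oleate loading, 100 µM; dosing: one dose, 6.5 µM compound; incubation: overnight exposure; signal: fluorescence imaging, 20x objective, two fields per well; read-out basis: % inhibition of corrected integrated BODIPY droplet signal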
MT stabilize HCS: stabilizes microtubules in HeLa cells. HeLa tubulin immunostaining HCS, 24 h; share of cells brighter than vehicle mean+2SD. % tubulin-high responders, % at 10 µM. 200,000 compounds, 0.83% hits;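 active = plate Z-score above 3 for both tubulin-high and condensed-nucleus cell shares, with cell loss under 80%, at 10 µM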;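 note: anti alpha tubulin signal scored within the nucleus-defined area of each cell; some results filed as inactive read as strong as hits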
bCat nuc transl: alters nuclear translocation of beta-catenin in HeLa cells; immunofluorescence imaging; nuclear translocation activity, % at 5 µM; 190,000 compounds, 0.3% hits;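 active = nuclear translocation activity above 50% at 5 µM, with a well cell count of 50 or more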;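 note: per-cell ratio of nuclear to cytoplasmic median beta-catenin stain intensity; plate controls were DMSO negative control for no effect and GSK-3 inhibitor IX positive control for full effect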
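System: HeLa cells, endogenous beta-catenin; compound dosing: 5 µM primary single dose, 0.1% DMSO, 0.02–20 µM confirmation series; incubation: 24 h compound exposure at 37°C, 5% CO2; signal: beta-catenin immunofluorescence imaging with DAPI; evaluation: % activation, nuclear-to-cytoplasmic median beta-catenin signal ratio per cell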
WT yeast gro inh mutant strain: also measured in WT yeast gro inh; calls as there; inhibition, %; mitochondrial fusion phenotypic screen, mutant strain inhibition
Dynein transport cytoplasmic EGFP: recorded beside Dynein transport, whose call it bears; z-score; measured here: cytoplasmic GR-EGFP intensity; active compounds read high
Dynein transport nuclear GR-EGFP: also measured in Dynein transport; calls as there; z-score; measured here: nuclear GR-EGFP intensity;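 lower value marks the stronger effect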
Dynein transport cell count: second read-out of Dynein transport, no call of its own (marks repeat the call); z-score; measured here: cell count per field
Ins promoter up cell count: also measured in Ins promoter up; calls as there; cell count; measured here: cytotoxicity, nuclei count;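 total cells summed across four imaged fields per well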
Hep lipid drop cells 6.5 µM: further read-out of Hep lipid drop, marked with its call; cell count; measured here: cell count, cytotoxicity flag;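 cells counted across two imaged fields per well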
bCat nuc transl cell count 5 µM: also measured in bCat nuc transl; calls as there; cell count; measured here: cell count, cytotoxicity flag
MT stabilize HCS Hoechst-high %: recorded beside MT stabilize HCS, whose call it bears; % Hoechst-high responders; measured here: nuclear condensation Hoechst responders;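 share of cells brighter than vehicle mean plus two SD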
MT stabilize HCS cytotoxicity %: second read-out of MT stabilize HCS, no call of its own (marks repeat the call); toxicity, %; measured here: cytotoxicity by cell density;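 0% = mean cell density of plate MIN control wells and 100% = no cells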
Autophagy HCS cell loss 18 h: also measured in Autophagy HCS; calls as there; toxicity, %; measured here: cell loss, nuclei count;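 cell loss after 18 h compound exposure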
* hit, by the source's call; i = inactive; nt = not tested or not shown.

Start of the listing, in advance (2 entries):
structure	Dynein transport	Dynein transport cytoplasmic EGFP	Dynein transport nuclear GR-EGFP	Dynein transport cell count	Autophagy HCS	Autophagy HCS cell loss 18 h	XIAP displacement	Ins promoter up	Ins promoter up cell count	ER stress rescue	WT yeast gro inh	WT yeast gro inh mutant strain	Hep lipid drop	Hep lipid drop cells 6.5 µM	MT stabilize HCS	MT stabilize HCS Hoechst-high %	MT stabilize HCS cytotoxicity %	bCat nuc transl	bCat nuc transl cell count 5 µM
CCCCCCC1C(C#N)=C(N)OC2=C1C(=O)CC(C)(C)C2 (stereo not drawn)	-0.12	-0.086	0.093	0.26	i	-4	1.5%	0.08	1394	2.3%	9	6	20	732	2.7	2.1	5.0	-3.5	1144
OCCC1CN(C2CCN(c3ccccc3F)CC2)CCN1Cc1ccccc1 (stereo not drawn)	-0.88	-0.28	-0.34	0.91	i	10	0.1%	-0.65	1314	-0.2%	-10	-5	-2	708	6.5	1.7	6.5	1.9	953

This part in full, from the first entry:
structure	Dynein transport	Dynein transport cytoplasmic EGFP	Dynein transport nuclear GR-EGFP	Dynein transport cell count	Autophagy HCS	Autophagy HCS cell loss 18 h	XIAP displacement	Ins promoter up	Ins promoter up cell count	ER stress rescue	WT yeast gro inh	WT yeast gro inh mutant strain	Hep lipid drop	Hep lipid drop cells 6.5 µM	MT stabilize HCS	MT stabilize HCS Hoechst-high %	MT stabilize HCS cytotoxicity %	bCat nuc transl	bCat nuc transl cell count 5 µM
CCCCCCC1C(C#N)=C(N)OC2=C1C(=O)CC(C)(C)C2 (stereo not drawn)	-0.12	-0.086	0.093	0.26	i	-4	1.5%	0.08	1394	2.3%	9	6	20	732	2.7	2.1	5.0	-3.5	1144
OCCC1CN(C2CCN(c3ccccc3F)CC2)CCN1Cc1ccccc1 (stereo not drawn)	-0.88	-0.28	-0.34	0.91	i	10	0.1%	-0.65	1314	-0.2%	-10	-5	-2	708	6.5	1.7	6.5	1.9	953
O=C(COc1ccccc1)Nc1ncccn1	0.57	-0.34	0.14	0.25	i	2	-3.4%	-0.05	966	-1.2%	-16	-6	4	769	1.7	1.4	20	nt	nt
Cc1ccc(C2=N/C(=C/N3CCOCC3)C(=O)O2)cc1	-0.64	-0.18	-0.35	0.16	i	-5	-1.9%	-0.49	1225	nt	6	-2	-13	739	1.7	1.0	3.7	nt	nt
COc1cccc(CN2CCN(c3ncccn3)CC2)c1	-0.34	-0.19	0.13	-0.53	i	14	-1.9%	1.2	1470	0.9%	-18	-10	nt	nt	3.8	2.3	6.7	-4.6	965
COc1ccccc1N1CCN(C(=O)c2ccc3c(=O)n(Cc4ccco4)c(=S)[nH]c3c2)CC1	-0.8	-0.3	-0.3	0.45	i	-6	-3.4%	-2.4	1075	-1.2%	28	-10	nt	nt	6.4	4.0	8.5	2.9	1406
COCCN1CCN(Cc2nc(C3(c4ccc(C)cc4)CCCC3)no2)CC1	0.56	-0.24	0.47	-0.54	i	15	-4.6%	-0.7	1526	-0.1%	2	3	-11	755	6.1	2.3	9.9	0.0	1043
O=C(O)CCCC(=O)Nc1nncs1	-0.85	-0.35	-0.3	0.27	i	-15	-3.2%	-0.25	1630	-1.1%	-7	3	17	681	2.9	1.8	4.7	-2.3	1050
CCC(C)NS(=O)(=O)c1ccc(NC(C)=O)cc1 (stereo not drawn)	0.22	-0.23	-0.091	-0.73	i	-2	-1.6%	nt	nt	-3.7%	-24	9	7	757	3.6	1.2	7.3	4.4	498
CC1CCc2nc(NC(=O)C3CC3)sc2C1 (stereo not drawn)	3.8	-0.14	1.4	-1.2	i	2	-1.9%	0.29	821	-3.9%	16	-5	-12	769	2.1	1.2	14	-1.2	1121
CC(C)CC(=O)Nc1ccccc1N1CCN(c2ccccc2)CC1	0.61	-0.28	0.57	-0.55	i	6	-5.9%	-0.41	1228	0.3%	9	-4	-5	533	2.4	1.0	6.5	1.2	1082
C[n+]1nc(Nc2cccc3ccccc23)sc1-c1ccc(C(=O)O)cc1	-0.52	-0.76	-0.29	0.51	nt	nt	nt	-0.14	973	nt	nt	nt	13	673	nt	nt	nt	-0.4	1288
Cc1cccc(NC(=O)C2(C)CC3c4ccccc4C2c2ccccc23)c1 (stereo not drawn)	-0.64	0.0046	-0.51	0.25	i	-16	-3.0%	nt	nt	0.6%	7	-15	nt	nt	2.5	2.0	7.1	nt	nt
CC(=O)Nc1ccc(N2CCOCC2)c([N+](=O)[O-])c1	0.23	0.52	0.85	-0.7	i	3	-0.1%	0.08	1668	0.7%	-3	3	0	676	4.5	2.1	8.0	-5.3	1057
CCOC(=O)c1c(NC(=S)Nc2ccccc2C)sc2c1CCC2	-0.091	-0.22	0.37	-0.1	i	8	-6.5%	0.12	1357	-0.4%	12	-2	-2	671	3.4	1.9	3.8	-0.5	1095
Cn1c(N)c(C(=O)COC(=O)C2CC(O)CN2S(=O)(=O)c2ccc(Cl)cc2)c(=O)n(C)c1=O (stereo not drawn)	-0.66	-0.78	-0.57	0.36	nt	nt	nt	-0.47	1065	nt	nt	nt	16	688	nt	nt	nt	0.5	1317
O=C1NC(=O)/C(=C/c2ccccc2OCc2ccccc2)S1	0.091	-0.11	0.74	-0.81	i	-10	-6.3%	0.67	879	-0.7%	25	27	0	729	3.0	1.8	8.8	3.7	1026
CCCSc1ccc(-c2nn(-c3ccccc3)cc2/C=C(/C#N)C(=O)N2CCOCC2)cc1	-0.56	-0.23	-0.46	0.64	i	4	-5.6%	0.24	1362	-0.1%	-6	-13	2	672	2.6	2.7	9.2	0.1	1004
CC1(C)CC(=O)c2cc(N=C/C(C(=O)c3ccccc3)=C(\O)c3ccccc3)c(=O)oc2C1	-0.034	-0.27	0.002	0.04	i	15	-6.0%	0.04	1480	2.0%	9	7	-1	712	1.8	1.4	1.9	-1.2	1537
CCOC(=O)Nc1nnc(-c2cccc(OC)c2)s1	1.8	-0.27	1.2	-0.054	i	-3	-4.2%	0.46	1290	0.1%	-4	-11	2	723	1.6	0.1	60	nt	nt
ON/C=N/C(=S)Nc1ncc(C(F)(F)F)cc1Cl	1.1	-0.29	1.2	-0.89	i	10	0.3%	0.25	1507	0.3%	20	33	-6	704	3.3	2.2	2.4	-6.1	1050
O=c1cc(Cn2ccnc2)c2cc3c(cc2o1)CCC3	0.02	-0.4	0.31	0.031	i	3	3.1%	-0.14	1398	1.9%	-4	16	nt	nt	3.1	2.0	3.7	-1.4	908
Cc1ccc(O)c(C(=O)c2cc(C#N)c(=O)n(-c3nccs3)c2)c1	0.94	-0.17	0.38	0.16	i	-9	-14%	1.6	1319	-2.4%	12	15	-1	732	12	13	8.5	1.1	805
O=C(COC(=O)/C=C/c1ccccc1)Nc1ccccc1Br	0.99	0.15	0.39	-0.81	i	35	-3.6%	-0.18	1338	-1.2%	5	-6	0	567	6.6	2.6	6.8	-0.4	930
COc1ccc(CCNC(=O)c2nnn(-c3ccc4c(c3)OCCO4)c2N)cc1OC	-0.84	0.01	-0.017	0.74	i	1	-4.2%	-0.12	1295	-1.5%	0	8	-12	722	2.2	0.3	31	nt	nt
CC(=O)N1CCN(CC(=O)Nc2sccc2C#N)CC1	-0.35	-0.24	0.61	-0.59	i	2	-3.1%	-0.37	1176	1.5%	3	14	16	724	1.1	0.7	3.2	0.9	1047
O=C(Nc1nc2ccccc2[nH]1)c1cccc(S(=O)(=O)N2CCOCC2)c1	2.2	0.23	0.77	-1.4	i	-5	-9.9%	0.41	1228	-5.2%	-11	-28	-6	586	3.9	3.5	9.4	-0.9	948
O=c1c2ccccc2nc(-c2ccccc2)n1CCN1CCOCC1	2.7	0.042	1.9	-0.76	i	2	-4.4%	0.24	1047	1.0%	-15	-16	0	781	2.5	3.4	8.8	1.7	1130
COCC(C)NC(=S)Nc1ccccc1[N+](=O)[O-] (stereo not drawn)	0.77	-0.37	-0.05	0.68	i	3	-7.7%	1.8	1268	-0.2%	5	14	-17	646	5.2	1.6	11	-2.7	886
O=C(CSc1nc2ccc(Cl)cc2[nH]1)NCCc1ccc(Cl)cc1	-0.9	-0.22	-0.76	0.7	i	-2	0.4%	0.23	1358	-6.8%	-17	6	-10	605	5.0	3.4	1.3	3.2	552
